HEK293 tox = cytotoxic in the GLP-1 receptor inverse agonist counter-screen | HEK293 cAMP-luciferase reporter cells, luminescence, 24 h | Potency, µM (top dose mostly 38.3 µM), without a hit: at the top dose activity change, negative = inhibition, most hits filed as inhibitors | actives 0.13% (n = 410,000) | AID 624418; active = well fitted inhibition curve with a large enough effect; inconclusive = small, poorly fitted or top-dose-only effect, or another doubt; inactive = no such curve, though single readings can be large or run the other way;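 also: loss of luciferase light is scored as toxicity; potency is read from the fitted curve at half-maximal effect; % is scaled to controls: 0 for no effect and ±100 for the full control effect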
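Quantitative HTS format, 1536 wells, 200 cells/uL seeded. Compounds: 23 nL, 24 h, 37 °C. Detection: luciferase reagent, luminescence at 12 min RT; decreased signal taken as cytotoxic.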
DRD3 agonist = D3 dopamine receptor (human) agonism; P35462; D3R DiscoveRx beta-arrestin cells, luminescence, 90 min; max activation, %; actives 0.58% (n = 410,000); in the data active = max activation above about 30%; also: 0% is about no effect; mostly tested at two doses, the higher about 12 µM
Target sequence (P35462 whole entry, looked up): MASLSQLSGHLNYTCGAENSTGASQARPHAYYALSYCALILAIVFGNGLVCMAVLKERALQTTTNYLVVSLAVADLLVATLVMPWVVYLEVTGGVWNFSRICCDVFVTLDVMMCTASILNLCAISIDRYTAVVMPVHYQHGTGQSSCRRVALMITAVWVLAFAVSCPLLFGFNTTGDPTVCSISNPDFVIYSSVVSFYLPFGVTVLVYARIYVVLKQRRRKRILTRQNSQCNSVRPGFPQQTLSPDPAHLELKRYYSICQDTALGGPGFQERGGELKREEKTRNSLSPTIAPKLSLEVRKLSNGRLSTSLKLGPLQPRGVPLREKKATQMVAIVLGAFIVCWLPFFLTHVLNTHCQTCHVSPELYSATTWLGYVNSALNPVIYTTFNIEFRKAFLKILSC
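Agonist mode: compounds and dopamine controls were applied to plated cells for 90 min at 37 degrees C after an overnight attachment at 1500 cells/well. Luminescent read-out followed 30 - 60 minutes at room temperature with DiscoveRx detection reagent.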
Active calls of the source: *; ? = inconclusive; [ ] = dose if it differs, or a comment. The list is partial; the hit share may differ from the screen's.

canonical_smiles	HEK293 tox	DRD3 agonist
COc1cccc(NC(=O)C(=O)NCCc2csc(-c3ccc(C)cc3)n2)c1	1.1%	11.4
COc1ccc(OC)c(Nc2ncnc3c2nc2n3CCCC2)c1	-0.1%	4.8
O=S(=O)(NCC(c1ccco1)S(=O)(=O)c1ccccc1)c1ccccc1 (configuration not stated)	6.1%	-0.8
COc1ccc(-c2nc(CSCC(=O)N3CCN(c4ccc(F)cc4)CC3)c(C)o2)cc1	15.8%	11.1
Clc1cccc(N2CCN(c3nc4ccccc4n4nnnc34)CC2)c1	7.0%	12.4
COc1ccc(OC)c(NC(=O)C2Cc3ccccc3CN2S(=O)(=O)c2ccc(F)cc2)c1 (configuration not stated)	0.3%	-2.0
CC(C)c1ccc(NC(=O)CN2C(=O)c3cccc4cccc2c34)cc1	69.5%[activator]	6.6
O=C(Nc1cc(F)ccc1F)c1ccc(CN2CC(=O)N3CCCCC3C2=O)cc1 (configuration not stated)	-10.8%	-4.3
COc1ccccc1-c1cc(C(=O)N2CCCCC2C)no1 (configuration not stated)	-1.7%	-3.9
Cc1ccc(OCC(=O)Nc2c(C(=O)c3ccc(Cl)cc3)oc3ccccc23)cc1C	-6.6%	-9.0
Cc1cc2oc(C(=O)N(Cc3ccc(N(C)C)cc3)Cc3ccco3)c(C)c2cc1Cl	8.1%	-8.7
COc1ccc(-c2nc3scc(CCNS(=O)(=O)c4cccs4)n3n2)cc1	1.6%	7.6
COc1ccc(NC(=O)C2CCN(C(=O)c3sc4nc[nH]c(=O)c4c3C)CC2)cc1Cl	-8.2%	-13.4
CCOCCCN1C(=O)CN(C2CCCCCC2)C(=O)C1c1ccc(OCC)c(OC)c1 (configuration not stated)	-5.1%	-28.8
COc1cccc(Cc2nc3ccccc3nc2SCC(=O)Nc2cccc(C)c2)c1	-0.1%	5.9
CCOc1ccc(C2C(=O)N(C3CCCCCC3)CC(=O)N2CCC2=CCCCC2)cc1OC (configuration not stated)	0.8%	-14.4
O=C(c1ccccc1)N(Cc1ccco1)Cc1cccs1	-1.0%	-6.6
CCOc1ccc(S(=O)(=O)Nc2ccc3c(c2)N(C(C)=O)CCC3)cc1	-5.9%	7.3
CCCN1C(=O)c2[nH]nc(-c3ccccc3)c2C1c1cccc(O)c1 (configuration not stated)	-8.4%	11.2
COc1cc(Nc2nc(SCc3cccc(Cl)c3)nc3ccccc23)cc(OC)c1	-7.3%	8.2
Cc1cc2n(n1)CCCN2C(=O)Nc1ccc(C)c(Cl)c1	-1.3%	5.0
CCCN(CCC)C(=O)Cn1c(SCc2cccc(F)c2)nc2cccnc21	1.2%	3.8
CCc1ccccc1NC(=O)CSc1nc2ccccc2nc1Cc1cccc(OC)c1	-1.5%	2.1
COc1ccc2nc(N(Cc3cccnc3)C(=O)COc3ccccc3)sc2c1	-0.9%	5.1
COc1ccccc1CNC(=O)Cn1cc2c(n1)-c1c(oc(C(=O)N3CCOCC3)c1C)CC2	7.2%	5.0
Cc1c2cnn(-c3ccccc3)c(=O)c2c(C)n1C(C)C(=O)NCc1cccc(Br)c1 (configuration not stated)	-11.8%	-7.6
CCOC(=O)c1c(NC(=O)COc2ccc(OC)cc2)sc(C(=O)N(CC)CC)c1C	-16.7%	-0.4
CC(C)Cn1c(=O)c2ccccc2n2c(CCC(=O)N3CCN(c4ccccc4)CC3)nnc12	0.5%	-0.2
Cc1ccc(NC(=O)Cn2nnc3sc4c(c3c2=O)CCC(C)C4)cc1 (configuration not stated)	16.8%	-4.5
O=C(NCCc1ccc(Cl)cc1)c1ccc(CS(=O)(=O)Cc2ccc(Cl)cc2)o1	1.1%	-8.6
CCOc1ccc(CC(=O)NCCc2sc3nc(-c4ccc(OC)cc4)nn3c2C)cc1	9.3%	9.3
Cc1ccc(N(Cc2cccs2)C(=O)COc2ccccc2[N+](=O)[O-])cc1	-22.6%	-5.5
Cc1ccc(NC(=O)CCCn2c(=O)c3cccn3c3cccnc32)c(Cl)c1	2.3%	9.5
Cc1ccc(C)c(NC(=O)CSc2nc(-c3ccccc3)cc(=O)[nH]2)c1	-7.5%	-18.9
CCCCN(CC)CCCNC(=O)c1ccc2c(c1)NC(=O)CN2C	-3.9%	-8.0
Cc1nc2ccn(Cc3ccco3)c(=O)c2cc1C(=O)NCc1ccc(Cl)cc1	-16.1%	1.2
c1ccc(N2CCN(c3ncnc4c3nc3n4CCCC3)CC2)cc1	-1.0%	26.8
COc1ccc(-n2ccnc2SCC(=O)Nc2nnc(C)s2)cc1	-7.3%	6.9
COC(=O)c1c(NC(=O)/C(C#N)=C/c2ccc(OC)cc2)sc2c1C(C(=O)OC)CC2 (configuration not stated)	-8.9%	-1.8
Cc1cccc(N2CCN(C(=O)c3cnn(-c4cccc(Cl)c4C)c3C3CCNCC3)CC2)c1C	-25.8%	6.7

Record cards (already shown). Order of screens: HEK293 tox	DRD3 agonist
`O=C(c1ccccc1)N(Cc1ccco1)Cc1cccs1` is listed as -1.0%	-6.6
`Cc1ccc(N(Cc2cccs2)C(=O)COc2ccccc2[N+](=O)[O-])cc1` is listed as -22.6%	-5.5
`COc1ccccc1CNC(=O)Cn1cc2c(n1)-c1c(oc(C(=O)N3CCOCC3)c1C)CC2` is listed as 7.2%	5.0

More structures.
canonical_smiles	HEK293 tox	DRD3 agonist
CCc1ccc(CNC(=O)Cn2nc(-c3ccc(C)cc3)ccc2=O)cc1	-3.0%	4.9
O=C(Cc1ccccc1)NC1CC(=O)N(c2ccccc2)C1 (configuration not stated)	2.1%	1.8
CCOc1ccccc1NC(=O)C(=O)NCCc1sc2nc(-c3ccc(OC)cc3)nn2c1C	-1.6%	16.1
O=C(COc1ccc(Cl)cc1)NCCc1csc(-c2ccc(C(F)(F)F)cc2)n1	2.8%	8.5
CCc1ccc(CN(Cc2ccco2)C(=O)COc2ccc(Cl)cc2C)cc1	9.0%	0.9
Cc1c(-c2ccc(Cl)cc2)c(=O)oc2ccc(OC(=O)N3CCOCC3)cc12	-18.6%	14.6
COc1cc(Cl)c(NS(=O)(=O)c2ccc3c(c2)CC(C)N3C(=O)C2CCC2)c(OC)c1 (configuration not stated)	-5.6%	1.8
CCSc1nnc2c(n1)OC(c1ccc(C)s1)Nc1ccccc1-2 (configuration not stated)	-0.6%	6.3
Cc1cc(C)c2nc(NC(=O)c3ccc(S(=O)(=O)N4CCc5ccccc54)cc3)sc2c1	2.5%	6.1
COc1ccccc1NC(=O)N(Cc1ccco1)C1CCN(C(C)=O)CC1	-0.2%	-10.5
CC(C)COc1ccc(-c2nonc2NC(=O)c2ccc(F)cc2)cc1	3.7%	8.7
COc1ccc(-c2nc(CN3CCC(C(=O)NCCCN4CCN(c5ccccc5F)CC4)CC3)c(C)o2)cc1OC	12.6µM*	-2.2
CCOc1ccc(CCNC(=O)C2=C(C)C(=O)OC23CCCCC3)cc1	0.3%	-2.1
O=C(COc1ccc(F)cc1)Nc1ccc2nc(SCC(=O)N3CCCC3)sc2c1	2.6%	1.4
CC(=O)c1cc2c(cc1NC(=O)c1c(C)nn(-c3ccc(C)cc3)c1-n1cccc1)OCO2	1.0%	-2.4
Cc1cccc(N2CCN(C(=O)c3ccc4c(c3)N(Cc3cccc(Cl)c3)C(=O)c3ccccc3S4(=O)=O)CC2)c1C	1.9%	2.9
O=C(NCCc1ccccc1)c1ccc2c(c1)N(Cc1ccccc1)C(=O)c1ccccc1S2=O (configuration not stated)	0.3%	-15.3
COc1cccc(CNC(=O)CCc2nnc3n(CC(C)C)c(=O)c4ccccc4n23)c1	4.3%	6.9
O=C(CCn1c(=O)c2cccn2c2cccnc21)NCc1ccccc1Cl	-11.6%	-18.1
Cc1cccc(NC(=O)c2ccc(F)c(S(=O)(=O)N3CCN(c4ccc(F)cc4)CC3)c2)c1	0.6%	10.9
CSc1ccc(C2c3[nH]c4ccccc4c3CCN2C(=O)CCc2ccccc2)cc1 (configuration not stated)	18.2%	4.6
Cc1ccc(NC(=O)c2oc3ccc(S(=O)(=O)N(C)C4CCCCC4)cc3c2C)c(C)c1	2.4%	-6.8
CSc1ccc(CCNC(=O)c2cc3cc(S(=O)(=O)N4CCCCC4)ccc3n2C)cc1	-1.4%	9.7
COCCNC(=O)c1c(C)oc2nc(C)nc(N3CCOCC3)c12	-1.2%	2.6
CCCOc1ccc(C(=O)N(Cc2ccc(Cl)cc2)Cc2ccco2)cc1	1.3%	0.2
COc1ccccc1CNC(=O)c1ccc2c(c1)N(Cc1cccc(Cl)c1)C(=O)c1ccccc1S2(=O)=O	0.6%	6.7
Cc1c(-c2cccc(NC(=O)Nc3ccc(Cl)cc3)c2)nc2ncccn12	-5.9%	-7.1
COCCCNC(=O)c1ccc(-n2c(-c3ccccc3)cc3c2CCCC3)cc1	2.5%	-7.7
CCN1CCc2c(sc(-n3cccc3)c2C(CCC(C)C)NC(=O)NCCC(=O)OC)C1 (configuration not stated)	12.2%	-18.0
COC(=O)c1cc2sc(C)cc2n1Cc1nc(-c2ccc(C)cc2)oc1C	7.6%	-1.2
N#Cc1cccc(NC(=O)C2CCN(c3nc(-c4ccc(Cl)cc4)no3)CC2)c1	0.9%	-14.3
COc1ccc(/C=C/C(=O)N2CCC(c3nc4ccccc4o3)CC2)cc1	-2.7%	19.1
CN(C)c1ccc(NC(=O)C2(c3cccs3)CCOCC2)cc1	2.4%	-5.8
CCN(CC)c1nn2c(=O)c(C(=O)NCc3ccccc3Br)cnc2s1	-3.9%	-21.1
CCOc1ccc(CNC(=O)c2cnc3sc(N(CC)CC)nn3c2=O)cc1	1.2%	-13.3
CCOc1ccc(Nc2cc(C)nc3nncn23)cc1	11.7%	2.3
COc1ccccc1CNS(=O)(=O)c1c(C(=O)N2CCC(C)CC2)c(C)n(C)c1C	-12.0%	-10.4
COc1ccccc1CCNc1ncnc2c1nnn2C	-2.9%	2.1
CCOC(=O)c1ccc(NC(=O)CSc2c(C(C)C)cnc3c2c(=O)n(C)c(=O)n3C)cc1	5.4%	-3.9
Cc1ccc2nc(N3CCN(c4cccc(C(F)(F)F)c4)CC3)c3nnnn3c2c1	-0.2%	-0.8
Cc1nc2ccn(Cc3cccs3)c(=O)c2cc1C(=O)NCc1ccccc1	-18.4%	4.5
Cc1ccc(N2CC(NC(=O)CCc3ccccc3)CC2=O)cc1C (configuration not stated)	10.1%	6.8
CCc1nnc(SCc2cccc(F)c2)c2cc3sc(C)cc3n12	3.6%	-8.7
CCCCNc1ncnc2c1nnn2C	3.4%	-16.3
Nc1nc(Nc2cccc(C(F)(F)F)c2)sc1C(=O)c1ccccc1	-12.4%	-7.1
Clc1cccc(Nc2ncnc3c2nc2n3CCCCC2)c1	8.1%	6.7
COc1ccc(N2CC(c3nc(-c4cc(OC)c(OC)c(OC)c4)no3)CC2=O)cc1Cl (configuration not stated)	-2.7%	2.6
O=C(Cn1cc(SCc2ccc(C(F)(F)F)cc2)c2ccccc21)N1CCCC1	-3.8%	-7.0
CCc1nnc(SCc2nc(-c3ccccc3Cl)oc2C)c2cc3sc(C)cc3n12	0.7%	-6.7
CCCOC(=O)c1cccc(NC(=O)CSc2nnc3cc(C)c4ccccc4n23)c1	1.9%	10.7

Carrying on.
canonical_smiles	HEK293 tox	DRD3 agonist
CCOc1ccc2oc(=O)cc(CN3CCN(Cc4ccc(C)cc4)CC3)c2c1	?	-33.5
O=C(CSc1nc2ccccc2nc1Cc1ccccc1)N1CCN(c2ccccc2)CC1	-5.0%	7.1
CCOc1ccc(Nc2ncnc3c2c(-c2ccccc2)cn3-c2cccc(C)c2)cc1	10.6%	0.0
CCOC(=O)c1ccc(NC(=O)C(CC)Sc2nnc3c4ccccc4n(C)c3n2)cc1 (configuration not stated)	1.1%	13.7
CC(=O)N1CCCc2ccc(NS(=O)(=O)c3ccc(F)cc3F)cc21	3.5%	3.1
Cc1cccc(N2CCN(CCNC(=O)Nc3ccc(Cl)cc3)CC2)c1C	0.2%	10.2
CCc1cc2c(cc3c(=O)n(CC(=O)NCCc4ccccc4)ncn32)s1	-8.5%	2.2
O=S(=O)(NCc1nc2cccnc2n1Cc1ccc(F)cc1)c1ccc2c(c1)CCCC2	-3.9%	7.7
Cc1ccc(OCC(=O)N(Cc2ccco2)c2ccccn2)cc1	1.2%	5.9
Nc1ncc(S(=O)(=O)NCc2ccc(Cl)cc2)cn1	-8.2%	9.2
COc1ccc(OCC(=O)Nc2nc(-c3ccc(Br)cc3)ns2)cc1	-16.1%	10.3
O=C(Nc1ccccc1C(F)(F)F)N1CCOc2ccc(Cl)cc21	13.3%	3.0
Cc1ccc(-c2nnc3c4ccccc4c(-c4ccccc4)nn23)cc1	3.5%	-0.7
COc1ccc(Cl)cc1N(C)C(=O)c1ccc2c(=O)n3c(nc2c1)CCCCC3	2.6%	5.6

Assay outcomes (PubChem BioAssay)
